Bioassay records deposited in PubChem BioAssay by several laboratories.
Myeloid diff 2 = myeloid differentiation induction; ER-HoxA9 myeloid progenitors, lysozyme-GFP differentiation, flow cytometry; hit rate 1% among 360,000; calls only at 10 µM;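 active = normalized GFP-positive differentiation at or above the plate's own cutoff, the solvent-only control mean plus 3 SD; inconclusive = no clear call, values can overlap the other calls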;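 also: cells exposed to compound for four days before flow analysis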
KOR beta-arrestin-1 = kappa opioid receptor activators – cell-based, luminescence, uHTS, primary screen (AID 1777). KOR beta-arrestin recruitment, luminescence; higher % means a stronger effect. one-dose activation, % at 10 µM; EC50 in µM for titrated hits. hit rate 0.02% among 280,000; in the data active = activation above about 50%, passing the limit was not always enough; also: a part of the inactive calls stands beside numbers as strong as those of hits
LYP inhibition = inhibitors of LYP phosphatase, biochemical, fluorescence intensity, uHTS (AID 1779); recombinant LYP phosphatase, fluorescence intensity; higher % means a stronger effect; one-dose inhibition, % at 11.5 µM; IC50 in µM for titrated hits; hit rate 0.054% among 290,000;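 also: plate controls were vehicle with enzyme for no effect and no enzyme for full effect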
Siah-1 displacement = Siah-1 peptide-binding antagonists, primary screen, biochemical, fluorescence polarization, rhodamine-plectin, uHTS (AID 1817); Siah-1 / rhodamine-plectin peptide fluorescence polarization; higher % means a stronger effect; displacement, % at 20 µM; hits with a dose series show IC50 in µM; hit rate 0.02% among 290,000;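 active = displacement of at least 50% at 20 µM, with a fluorescence ratio check between 0.3 and a set limit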;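 also: plate controls were Siah plus tracer with DMSO for no effect and tracer alone without Siah for full effect; strong numbers were not always called active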
KOR beta-arrestin-2 = KOR antagonists, beta-arrestin recruitment, cell-based, luminescence, uHTS (AID 1778) | one-dose inhibition, % at 10 µM; IC50 in µM for titrated hits | KOR beta-arrestin recruitment, luminescence, antagonist mode; higher % means a stronger effect | hit rate 0.091% among 290,000; also: strong numbers were not always called active
PhoP inhibition = inhibitors of PhoP regulon expression, primary screen, Salmonella Typhimurium, GFP reporter (AID 1863); S. Typhimurium PhoP-regulated promoter GFP reporter, 4 h; higher % means a stronger effect; one-dose inhibition, % at 50 µM; IC50 in µM for titrated hits; hit rate 0.16% among 300,000;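 active = inhibition over 29.93%, a cutoff 3 SD above the screen mean, later confirmed by dose response; inconclusive = inhibition over 29.93% but no dose response follow-up; inactive = inhibition at most 29.93% or unconfirmed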;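 also: 0% = low Mg2+ inducing control and 100% = high Mg2+ repressing control; strong numbers were not always called active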
HIV fusion peptide = cell-free HIV fusion peptide-binding blockers – biochemical, uHTS, fluorescence dequenching, primary screen (AID 1986). cell-free peptide binding, fluorescence dequenching, 30 min; higher % means a stronger effect. inhibition, % at 20 µM, or IC50 in µM where a hit was titrated. hit rate 0.3% among 290,000; in the data active = inhibition mostly above about 52%, no sharp cut-off; inactive = mostly below about 76%; also: some results filed as inactive read as strong as hits
HEK293 NOD2/NF-kB = inhibition of NOD2-driven NF-kB reporter – cell-based, luminescence, uHTS, HEK293 (AID 1566); HEK293 NOD2/NF-kB luciferase reporter, luminescence; higher % means a stronger effect; inhibition, % at 4 µM; hits with a dose series show EC50 in µM; hit rate 0.63% among 290,000; also: many of its hits are not listed in these tables
NOD1 inhibition = inhibition of NOD1-driven NF-kB reporter – cell-based, luminescence, uHTS, primary screen (AID 1578); NOD1-driven NF-kB luciferase reporter cells, luminescence; higher % means a stronger effect; hit rate 1% among 290,000; one-dose inhibition, % at 4 µM; EC50 in µM for titrated hits; in the data active = inhibition mostly above about 36%, no sharp cut-off; inactive = mostly below about 34%;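 also: HEK-293T reporter cells stimulated with the NOD1 agonist gamma-tri-DAP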
Myeloid diff 2 GFP+ MAC1+ % = also measured in Myeloid diff 2; calls as there; GFP+ MAC1+ double positive, %; measured here: differentiation confirmed by MAC1 staining
An asterisk follows results filed as active; i = inactive; ? = inconclusive; · = no result given; + = active, no number; [ ] = remark or other dose. Rule as the data show it, unless noted: active = inhibition above about 50%; inactive = the rest.

Start of the data: the first 2 entries, ahead of the listing:
SMILES | Siah-1 displacement | NOD1 inhibition | PhoP inhibition | HIV fusion peptide | Myeloid diff 2 | HEK293 NOD2/NF-kB | KOR beta-arrestin-1 | Myeloid diff 2 GFP+ MAC1+ % | LYP inhibition | KOR beta-arrestin-2
O=C(CCCOc1ccc(Cl)cc1Cl)N1CCN(c2ccccn2)CC1 | 5% | 2% | 6% | 1.7% | i | 2% | -1.4% | 0.5 | -5% | 16%
CSc1ncccc1C(=O)OCC(=O)c1ccc(Br)s1 | 3% | -35% | -1% | 0.3% | i | 10% | -3.1% | 0.7 | 4% | 30%

The list itself (from the top)
SMILES | Siah-1 displacement | NOD1 inhibition | PhoP inhibition | HIV fusion peptide | Myeloid diff 2 | HEK293 NOD2/NF-kB | KOR beta-arrestin-1 | Myeloid diff 2 GFP+ MAC1+ % | LYP inhibition | KOR beta-arrestin-2
O=C(CCCOc1ccc(Cl)cc1Cl)N1CCN(c2ccccn2)CC1 | 5% | 2% | 6% | 1.7% | i | 2% | -1.4% | 0.5 | -5% | 16%
CSc1ncccc1C(=O)OCC(=O)c1ccc(Br)s1 | 3% | -35% | -1% | 0.3% | i | 10% | -3.1% | 0.7 | 4% | 30%
O=C1CC(c2ccc(F)cc2)CC2=C1C=Nc1ccccc1N2 (stereo not drawn) | -2% | 14% | -6% | -0.3% | i | 14% | · | 0.6 | -3% | -16%[20 µM]
Cc1cccc(CS(=O)(=O)c2ncc(CO)n2C)c1 | -2% | -5% | -2% | 0.0% | i | 3% | 4.5% | 0.4 | -5% | -4%
C=CCN1C(=O)N(c2ccc(Cl)cc2)C(=O)C1CC(=O)Nc1ccc(F)cc1 (stereo not drawn) | 7% | -12% | -4% | -1.6% | i | 17% | -4.3% | 0.5 | -6% | -23%[20 µM]
Cc1ccc(-c2csc(N=C(N)N)n2)cc1 | 13% | -4% | 68% | 0.5% | i | 12% | 1.4% | 0.1 | -9% | -16%
c1ccc2c(c1)oc1c(NCCCN3CCOCC3)ncnc12 | -2% | 3% | -5% | -3.8% | i | 16% | -6.1% | 0.9 | -8% | 7%
CC(NC(=O)c1ccc([N+](=O)[O-])o1)C12CC3CC(CC(C3)C1)C2 (stereo not drawn) | 4% | -7% | 9% | -1.1% | + | 2% | 5.1% | 2.2* | 2% | -19%
CCCC(=O)Nc1nn(CCC)c2nc3ccccc3cc12 | 1% | -16% | 2% | 4.9% | i | -6% | 9.0% | 0.6 | -5% | -6%
Cc1cc(C)c(S(=O)(=O)Cc2ccccc2)c(OC(C)C)n1 | -1% | 14% | 2% | -3.0% | i | -9% | 0.6% | 0.7 | -11% | 15%
Cc1cccc(C)c1OCc1cc(C(=O)N2CCC[C@H]2C(N)=O)no1 | 3% | -23% | 3% | 1.1% | i | 7% | 6.1% | 0.7 | -7% | 8%
CC(Sc1nc(=O)cc(N)n1CCc1ccccc1)C(=O)NCc1ccccc1 (stereo not drawn) | 4% | -1% | -2% | -0.7% | i | 16% | 1.4% | 0.4 | 0% | -28%
COc1ccc(/C(O)=C2\C(=O)C(=O)N(CCN(C)C)C2c2cccc(OC)c2OC)cc1Cl (stereo not drawn) | -2% | 1% | 6% | -0.6% | i | -2% | 0.7% | 1.4 | -12% | -40%
CCn1c(SCC(=O)NCCc2ccccc2)nnc1-c1ccco1 | -1% | -13% | 5% | 1.0% | i | -15% | 10% | 0.8 | 4% | -3%
C=CCN(CC=C)CCOc1cc(C)ccc1[N+](=O)[O-] | 1% | -11% | 6% | -0.6% | i | 4% | -0.2% | 0.4 | -8% | -2%
CCOCCCNC(=O)C(NC(=O)CNC(=O)c1ccccc1)c1ccc(OC)cc1 (stereo not drawn) | -3% | -9% | -3% | 0.5% | i | 11% | 7.3% | 0.7 | -6% | 9%
C/C(=N\NC(=O)COc1ccc(C(C)(C)C)cc1)c1cc2ccccc2o1 | -3% | -67% | -3% | 0.2% | i | -76% | 2.3% | 0.2 | 11% | ·
COCCCN(CCCN)Cc1ccco1 | -1% | -17% | 10% | 0.8% | i | -2% | 9.3% | 0.3 | -1% | 3%
CC(C)c1ccc(NC(=O)[C@H](NC(=O)[C@@H]2Cc3ccccc3CN2)c2ccccc2)cc1 | -7% | -3% | 8% | -0.9% | i | -1% | -1.9% | 2.4 | -11% | 28%
CCOC(=O)c1cc(-c2cccs2)nc2onc(C)c12 | -2% | -10% | -4% | -0.5% | i | 10% | -6.8% | 0.2 | -8% | 25%
COc1ccc(CNC(=O)C[C@H]2C(=O)N(C3CCCCC3)C[C@@H]2Cc2ccccc2)cc1 | -2% | -12% | -2% | 0.3% | i | -7% | -1.3% | 2.1 | -10% | -10%[20 µM]
CC(C)(CC(=O)O)CC(=O)N1CCCN(c2nccc(C(F)(F)F)n2)CC1 | 2% | -18% | · | -0.8% | i | 3% | 2.4% | 0.3 | -6% | -2%
O=C(CC1CCCC1)Nc1ccc2c(c1)CCC2 | -3% | -42% | -11% | 0.7% | i | -50% | -1.0% | 0.6 | -12% | 12%
COC(=O)c1ccc(N=Nc2c(C)[nH]n(-c3ccccc3)c2=O)cc1 | 6% | -32% | -1% | -2.0% | i | -3% | -4.9% | 0.2 | -9% | 3%
COc1cccc(NC(=O)c2ccc(N3C(=O)C4CCC(C)CC4C3=O)cc2)c1 (stereo not drawn) | -5% | 5% | 1% | -1.0% | i | 22% | 0.6% | 3.0 | -10% | 4%
CCCC(C)C(=O)OCC(=O)Nc1ccc(Br)cc1 (stereo not drawn) | 3% | -40% | 9% | 1.4% | · | -22% | 2.6% | · | 2% | -7%
COc1ccc(C(=O)N2CCCCC2)cc1S(=O)(=O)Nc1cccc(C(=O)O)c1 | 2% | -50% | -1% | -0.6% | i | -9% | 1.9% | 2.0 | -3% | 6%
COc1ccccc1CNC(=O)C1(c2ccc(Cl)cc2)CC1 | 3% | 25% | 2% | 0.5% | i | 18% | 2.9% | 0.1 | -14% | -28%
CCN(CC)CCN=C1CCCc2ccccc2N1 | 2% | -6% | -7% | 0.0% | i | -13% | 7.8% | 0.5 | 2% | 4%
CCc1nnc(NC(=O)CSc2nc3ccccc3o2)s1 | 0% | 0% | 12% | -0.5% | i | 2% | -2.2% | 0.9 | -11% | 22%
CN(Cc1ccon1)C(=O)C1CCC(=O)N(CCc2ccc(Cl)cc2)C1 (stereo not drawn) | 6% | -24% | · | -0.5% | i | 16% | -2.1% | 0.9 | -6% | 6%
CC1CCN(c2nc(N3CCCCC3)nc(N3CCCCC3)n2)CC1 | -10% | -16% | -4% | 0.0% | i | 18% | -4.1% | 0.9 | -11% | 6%
COC(=O)CCCC1=CC2=CC(=O)C(C)(OC(=O)CCc3ccccc3)C(=O)C2=CO1 (stereo not drawn) | 21% | -8% | -5% | 47% | i | 2% | -5.2% | 1.5 | 4% | 19%
O=C(Nc1ccccc1)/C(=C\c1ccco1)NC(=O)c1ccco1 | -3% | -13% | 5% | 8.3% | i | -10% | -0.1% | 2.2 | -1% | -14%
Cc1ccc(OCC(=O)N/N=C/C=C/c2ccco2)cc1C | 21% | -20% | -10% | 44% | i | -15% | 0.8% | 0.3 | 11% | -26%
CCCS(=O)(=O)N1CCCC(C(=O)NCCN2CCOCC2)C1 (stereo not drawn) | 0% | -4% | -6% | 4.2% | i | 6% | 2.0% | 0.8 | -7% | -5%
Cc1cccc(NC(=O)CSc2nc(C)c(Cc3ccccc3)c(=O)[nH]2)c1C | 4% | -2% | 4% | -0.4% | · | 10% | -4.4% | · | -4% | 1%
CC(NC(=O)C(NC(=O)C1CCCN1C(=O)OC(C)(C)C)C(C)C)C(N)=O (stereo not drawn) | -3% | -36% | -5% | 0.8% | i | -11% | -0.4% | 0.4 | -2% | -27%
O=c1ccn(Cc2ccccc2)c2ccccc12 | -6% | 2% | 7% | -1.7% | i | -3% | 1.3% | 0.3 | -2% | ·
CCn1c(CNc2ccc(Cl)cc2)nnc1SCCN1CCCCC1 | 14% | -16% | -2% | 1.6% | i | 24% | -0.5% | 0.6 | 1% | 19%
Cc1ccc(-c2noc(CSc3nnc(-c4ccncc4)n3-c3ccc(F)cc3)n2)cc1 | 4% | 18% | 1% | -0.8% | i | 11% | -1.0% | 0.7 | 2% | 1%
Cc1ccc(C(C(=O)NCC2CCCO2)N(C(=O)c2snc(C(N)=O)c2N)c2ccc3c(c2)OCCO3)cc1 (stereo not drawn) | 2% | -6% | 10% | -0.4% | ? | -94% | -3.0% | · | -10% | -14%
CCOCCCn1c(=NC(C)=O)c(C#N)cc2c(=O)n3cccc(C)c3nc21 | -2% | -9% | -2% | 5.9% | i | 3% | 0.9% | 0.2 | -46% | -13%
O=C(COc1ccc(Cl)cc1)N1CCN(C(=O)c2cccs2)CC1 | 7% | -23% | 3% | -0.8% | i | 1% | · | 1.5 | -5% | -11%[20 µM]
CNc1nc(Nc2ccc(C(C)=O)cc2)nc(OC(C(F)(F)F)C(F)(F)F)n1 | 1% | -17% | 5% | -0.6% | i | 2% | -1.3% | 0.6 | 2% | 18%
COC(=O)c1cccc(C23CC4(C2)[C@H](CN(C)[C@@H]4c2ccccc2)C3c2ccccc2)c1 (stereo partly drawn) | -1% | -2% | 2% | -1.4% | i | -12% | · | 0.7 | -4% | 20%
O=S(=O)(Cc1ccccc1)Nc1cccc(Br)c1 | 4% | -12% | 14% | -0.5% | i | -40% | -4.0% | 0.4 | -9% | -12%
CN1CCN(C(=S)NC(=O)c2ccc(Cl)cc2)CC1 | 7% | -39% | -7% | 7.6% | · | -4% | -3.7% | · | -9% | 5%[20 µM]
CN(C)CCN(C(=O)c1cccc(Cl)c1)c1nc2c(Cl)cccc2s1 | -2% | -26% | 8% | 0.2% | i | 5% | -1.3% | 0.6 | 0% | 16%
COc1cccc(Cn2cnc3c(NS(=O)(=O)c4ccc(Cl)cc4)c(C)c(C)cc32)c1 | 3% | -24% | -7% | 7.4% | i | 21% | 3.9% | 0.9 | -3% | 2%
CCOc1ccc(NC(=O)NCCCCc2ccccc2)cc1 | 13% | -26% | -9% | 1.9% | i | 6% | 1.1% | 0.6 | -7% | -4%
O=S(=O)(NCC(c1ccco1)N1CCN(c2ccccc2F)CC1)c1ccc2c(c1)OCCO2 (stereo not drawn) | 0% | 21% | -12% | -1.2% | i | -4% | 4.6% | 1.5 | -2% | 28%
CCc1[nH]c(=S)c(C#N)c2c1CCCC2 | -3% | -17% | 4% | 1.6% | i | -2% | 3.5% | 0.2 | -7% | 8%
COC(=O)c1c(NC(=O)C(Cl)Cl)sc2c1C(C(=O)OC)CC2 (stereo not drawn) | -3% | -6% | -2% | 0.1% | i | 7% | 1.7% | 0.2 | 0% | 24%
Fc1ccc(CNc2nc3ccccc3n3cnnc23)cc1 | 10% | -13% | 14% | 17% | i | 5% | 3.3% | 1.4 | -4% | 3%
CN1CCN(C(=O)c2ccc(N3CCCC3=O)cc2)CC1 | -4% | 2% | 8% | -0.1% | i | 17% | -4.6% | 1.3 | -9% | 25%
CCn1nnnc1SCC(=O)Nc1cccc(NC(C)=O)c1 | 0% | 26% | 6% | 2.1% | i | -1% | 1.4% | 2.1 | -2% | -33%
CCOC(=O)c1c(C(=O)OCC)c(C)n(Cc2cc(OC)c(OC)c(OC)c2)c1C | 2% | -14% | 4% | -3.1% | i | 15% | -1.5% | 0.6 | -6% | -27%

A portion of the library; the hit share may differ from the screen's.
